D3 antag: blocks the human D3 dopamine receptor. P35462. D3R cells, DiscoveRx beta-arrestin luminescence, antagonist mode; stronger effect = lower value. max response, negative = inhibition, %. 360,000 compounds, 2.5% hits. AID 652054; in the data active = max response below about -50%; inconclusive = no clear call, values can overlap the other calls; note: % is set by controls: 0 for no effect and ±100 for the full control effect; mostly tested at two doses, the higher about 12 µM
Target sequence (P35462 whole entry, looked up): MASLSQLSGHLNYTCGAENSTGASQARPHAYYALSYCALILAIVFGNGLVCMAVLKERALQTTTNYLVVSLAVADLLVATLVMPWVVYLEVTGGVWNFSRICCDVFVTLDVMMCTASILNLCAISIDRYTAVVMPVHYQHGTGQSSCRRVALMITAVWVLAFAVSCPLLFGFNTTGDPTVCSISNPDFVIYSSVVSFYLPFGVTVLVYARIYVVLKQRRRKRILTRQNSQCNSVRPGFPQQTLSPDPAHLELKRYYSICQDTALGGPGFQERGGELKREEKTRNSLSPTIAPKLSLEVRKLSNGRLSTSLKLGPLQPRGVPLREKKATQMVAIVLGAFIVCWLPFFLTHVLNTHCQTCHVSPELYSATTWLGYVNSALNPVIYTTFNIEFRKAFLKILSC
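Cells plated overnight at 1500 cells/well, then exposed to library compounds with dopamine controls for 90 minutes at 37 degrees C. DiscoveRx reagent added for 30–60 minutes at room temperature; luminescence read, quantitative HTS format.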
MmCpn inh: M. maripaludis TRiC chaperonin inhibition. Potency, µM (highest dose often 76.9 µM), for inactives: at the highest dose activity, negative = inhibition, actives largely listed as inhibitors. AID 504842. 330,000 compounds, 0.031% hits. purified Mm-Cpn ATPase, ADP Transcreener TR-FRET; note: potency is the fitted concentration of half-maximal effect; % is set by controls: 0 for no effect and ±100 for the full control effect; nearly all actives have a fitted effect of over 80% in size
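TR-FRET (320 nm excitation; 590 and 665 nm emission) reports ADP made from 10 uM ATP by 25 nM enzyme; compounds were preincubated 10 min, reaction run 30 min, both at 37°C.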
PTHR1 agonist: agonists of human PTHR1 parathyroid hormone receptor. 410,000 compounds, 0.075% hits. HEK293 GP2 PTHR1 cells, GloSensor cAMP luminescence, 1 h. Q03431. AID 743266. Potency, µM (top dose mostly 115 µM), without a hit: at the highest dose activation, usual class: activators; note: potency is the fitted concentration of half-maximal effect; nearly all actives have a fitted effect of over 55% in size; some results filed as inactive show a strong effect at the top dose; inactives centre near -15; many of its hits are not listed in these tables
Target sequence (Q03431 whole entry, looked up): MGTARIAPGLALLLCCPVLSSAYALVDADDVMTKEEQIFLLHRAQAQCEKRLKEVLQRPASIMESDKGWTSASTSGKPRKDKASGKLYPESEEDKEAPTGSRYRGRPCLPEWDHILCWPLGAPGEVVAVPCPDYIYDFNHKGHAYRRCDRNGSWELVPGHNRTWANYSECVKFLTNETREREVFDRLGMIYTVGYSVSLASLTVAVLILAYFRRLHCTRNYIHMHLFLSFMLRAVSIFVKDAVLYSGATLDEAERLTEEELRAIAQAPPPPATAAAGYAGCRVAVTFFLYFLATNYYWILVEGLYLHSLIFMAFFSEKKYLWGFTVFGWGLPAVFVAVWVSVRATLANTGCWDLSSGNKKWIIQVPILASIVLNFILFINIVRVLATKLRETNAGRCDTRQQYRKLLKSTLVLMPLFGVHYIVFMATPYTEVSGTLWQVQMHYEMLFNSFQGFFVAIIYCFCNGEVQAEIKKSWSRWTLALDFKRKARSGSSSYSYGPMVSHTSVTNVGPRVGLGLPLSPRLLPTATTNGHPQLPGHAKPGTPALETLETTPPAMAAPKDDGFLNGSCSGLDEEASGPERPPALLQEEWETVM
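HEK-293-derived GP2 cells expressing PTHR1 and a GloSensor cAMP reporter, 3,000/well, plated overnight, given luciferin plus IBMX (each 0.5 mM as added) for 1 h at 37 °C, then compound for 1 h at 37 °C. Luminescence was read after 15 min at room temperature.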
EPAC2 antagonist: EPAC2 (human) antagonism; Potency, µM (doses to about 114 µM), inactives show at the highest dose activity, negative = inhibition, actives largely listed as inhibitors; EPAC2 GEF exchange of Rap1B-BODIPY-GDP, fluorescence; Q8WZA2; 360,000 compounds, 0.18% hits; note: potency is the fitted concentration of half-maximal effect; % is set by controls: 0 for no effect and ±100 for the full control effect; nearly all actives have a fitted effect of over 45% in size; many of its hits are not listed in these tables
Akt phos inh: Akt phosphorylation inhibition | AID 651550 | activity change, % for hits at 50 µM | 360,000 compounds, 0.32% hits | Neuro2A IGF-stimulated pAkt S473 HTRF, 20 min; stronger effect = lower value; in the data active = activity change below about -80%; inconclusive = mostly about -51% to -80%; note: % is set by controls: 0 for no effect and ±100 for the full control effect
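Neuro2A cells in DMEM with 0.5% FBS, overnight at 37 deg C, given compound at single 50 µM final, then IGF (6 nM final) for 20 min at 37 deg C. Lysed; phospho-Akt Ser473 by HTRF after 24 h, 665/615 ratio.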
D3 ag: agonists of human D3 dopamine receptor; P35462; D3R DiscoveRx beta-arrestin cells, luminescence, 90 min; max activation, %; 410,000 compounds, 0.58% hits; AID 652048; in the data active = max activation above about 30%; note: 0% is about no effect; mostly tested at two doses, the higher about 12 µM
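Agonist mode: compounds and dopamine controls were applied to plated cells for 90 min at 37 degrees C after an overnight attachment at 1500 cells/well. Luminescent read-out followed 30 - 60 minutes at room temperature with DiscoveRx detection reagent.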
EPAC2 ag: EPAC2 (human) agonism. Q8WZA2. EPAC2 activation, biochemical qHTS; response scale: 100% = 6.5 mM cAMP response. Potency, µM (doses to about 154 µM), for inactives: at the highest dose activation, usual class: activators. 360,000 compounds, 0.079% hits. AID 720711; note: potency is the fitted concentration of half-maximal effect; nearly all actives have a fitted effect of over 50% in size
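EPAC2 (100 nM) mixed with Rap1B loaded with BODIPY-GDP (250 nM) plus 50 uM unlabeled GDP; compounds pinned in, 5 min RT, then read every 5 min for 30 min (ex 480, em 540 nm). Normalized to cAMP control.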
CCT chaperon mod: changes cytosolic chaperonin activity; activity change, % (no concentration beside the values), hits read low; 360,000 compounds, 0.3% hits; purified chaperonin ATPase assay, HTRF ADP detection, 30 min; in the data active = activity change below about -30%; note: % is set by controls: 0 for no effect and ±100 for the full control effect
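TRiC at 40 or 20 nM final (batch-dependent) in 30 mM Tris pH 7.4, 100 mM KCl, 5 mM MgCl2, 1 mM DTT, with compound at single 76 uM and 10 uM ATP, 30 min at 37 deg C. ADP detected by HTRF Transcreener, 665/615 ratio.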
An asterisk follows results filed as active; i = inactive; ? = inconclusive; · = no result given; [ ] = another dose, or the depositor's remark. Unless noted, calls come from the whole dose curve; as a rule, active = well fitted curve in the direction sought with a large enough effect; inconclusive = small, poorly fitted or top-dose-only effect, or another doubt; inactive = no such curve, though single readings can be large; an effect the other way counts as inactive or inconclusive. This is a subset; the hit share may differ from the screen's.

(1) COc1ccccc1N1CCN(C(=O)CN(C)S(=O)(=O)c2ccc3c(c2)c(=O)n(C)c(=O)n3C)CC1
(2) CCOC(=O)CSc1nc(COc2ccccc2)nc2ccccc12
(3) CCCn1c2ccccc2c2cnn(CC(=O)NCCN(C)C)c(=O)c21
(4) O=C(O)C(c1ccccc1)C1(O)CC2CCC1C2 (stereo not drawn)
(5) CCOC(=O)N1CCN(C(=O)/C(=C/c2ccc(N(C)C)cc2)NC(=O)c2ccccc2)CC1

assay / compound,1,2,3,4,5
D3 antag,8,10,-7,0,2
MmCpn inh,-28%,-4%,0%,·,-4%
PTHR1 agonist,-3%,?,-4%,i,-18%
EPAC2 antagonist,-10%,-25%,1%,18%,0%
Akt phos inh,i,i,i,i,i
D3 ag,6,2,-6,-9,2
EPAC2 ag,2%,-3%,14%,-3%,1%
CCT chaperon mod,-22,-0.4,-0.8,-0.6,-1.7

(6) CCC1CSC(Nc2ccc(C(=O)/C=C/c3ccc(Br)cc3)cc2)=N1 (stereo not drawn)
(7) Cc1cc(O)c(NC(=O)c2ccco2)cc1C
(8) O=C(Cn1c(=O)n(Cc2ccc(F)cc2)c(=O)c2ccccc21)NCC1CCCO1 (stereo not drawn)
(9) CC(=O)N1C(=O)CC(C)N(C(C)=O)c2ccc([N+](=O)[O-])cc21 (stereo not drawn)
(10) COc1ccc(CCNC(=O)CSc2ncc(C(=O)Nc3ccccc3)c(=O)n2C)cc1

assay / compound,6,7,8,9,10
D3 antag,-20,-12,3,8,28
MmCpn inh,-4%,1%,1%,1%,2%
PTHR1 agonist,-29%,-7%,i,?,-21%
EPAC2 antagonist,-2%,3%,3%,21%,5%
Akt phos inh,i,i,i,i,i
D3 ag,-3,-14,-5,3,1
EPAC2 ag,8%,-2%,9%,-1%,-11%
CCT chaperon mod,2.4,1.0,0.1,-3.0,0.9

(11) Cc1ccc(OCC(O)Cn2c3ccccc3c3ccccc32)cc1 (stereo not drawn)
(12) CCc1ccc2oc(C(=O)NCCc3ccc(S(N)(=O)=O)cc3)cc(=O)c2c1
(13) O=C(CCC(=O)Nc1ccccc1Cl)NNC(=O)COc1ccc([N+](=O)[O-])cc1
(14) COc1ccccc1NS(=O)(=O)c1cccc(NC(=O)c2nn(C)c(=O)c3ccccc23)c1
(15) COc1ccc(Cl)cc1S(=O)(=O)N1CCC(C(=O)N2CCOCC2)CC1

assay / compound,11,12,13,14,15
D3 antag,12,7,-4,13,-20
MmCpn inh,-1%,2%,0%,-18%,-1%
PTHR1 agonist,i,0%,-8%,-33%[inhibitor],i
EPAC2 antagonist,-11%,-1%,2%,-3%,-3%
Akt phos inh,i,i,i,i,i
D3 ag,24,9,4,1,0
EPAC2 ag,7%,-5%,10%,11%,9%
CCT chaperon mod,-1.3,-1.1,0.4,0.9,-0.9

(16) Cc1nnc(NC(=O)CC(C)c2ccccc2)s1 (stereo not drawn)
(17) Cc1c(Br)ccc(NC(=O)COc2ccccc2C(N)=O)c1C
(18) CCOC(=O)c1c(-c2ccc(C)o2)csc1NC(=O)CSc1nnnn1-c1ccccc1
(19) CCN1CCN(c2ccc(S(=O)(=O)N3CCCCC3)cc2NC(=O)Cc2ccc(OC)cc2)CC1
(20) COc1ccc(C(=O)OCc2cc(=O)n3c(C)csc3n2)cc1F

assay / compound,16,17,18,19,20
D3 antag,4,-16,9,2,12
MmCpn inh,3%,-3%,?,1%,-4%
PTHR1 agonist,i,-34%[inhibitor],i,i,-17%
EPAC2 antagonist,-7%,1%,-1%,-13%,4%
Akt phos inh,i,i,i,i,i
D3 ag,-5,-12,7,-5,2
EPAC2 ag,-1%,5%,2%,4%,-12%
CCT chaperon mod,0.5,1.1,-1.7,-1.4,1.2

(21) COc1ccc(C(=O)/C=C/c2ccc(O)cc2)cc1
(22) CCC(c1nnc(SCC(=O)Nc2nnc(-c3ccccc3)o2)n1Cc1ccccc1)N(C)C (stereo not drawn)
(23) Cc1ccc2nc(C)cc(C(=O)OCC(=O)Nc3cccnc3Cl)c2c1
(24) CC(NC(=O)c1ccccc1SCC(=O)N1CCCC1)c1ccccc1 (stereo not drawn)
(25) Cc1c(Cl)cccc1NC(=O)CSCC(N)=O

assay / compound,21,22,23,24,25
D3 antag,-29,8,6,-12,-3
MmCpn inh,·,2%,-1%,2%,0%
PTHR1 agonist,-7%,i,-8%,i,-7%[57.5 µM]
EPAC2 antagonist,-5%,6%,2%,3%,3%
Akt phos inh,i,i,i,i,i
D3 ag,-6,-2,3,-4,4
EPAC2 ag,12%,3%,-2%,5%,4%
CCT chaperon mod,-0.8,0.3,1.1,-3.1,-0.5

(26) COc1ccc(COc2cc(-c3cccc(OC)c3)nc3ccc(NC(=O)c4ccccc4)cc23)cc1
(27) Cc1cccc(NC(=O)C2CCN(C(=O)c3ccc(F)cc3)CC2)n1
(28) COc1ccc(CCNC(=O)C23CN(Cc4ccccc4)CC2C(c2cccc([N+](=O)[O-])c2)=NO3)cc1 (stereo not drawn)
(29) O=C(CCN1C(=O)/C(=C/c2ccc(F)cc2)SC1=S)NCCCn1ccnc1
(30) O=C(CCN1CCN(CCO)CC1)Nc1ccc(OCc2ccccc2)cc1

assay / compound,26,27,28,29,30
D3 antag,37,-2,11,1,-8
MmCpn inh,-3%,1%,?,0%,·
PTHR1 agonist,i,i,-22%,i,i
EPAC2 antagonist,17%,14%,9%,-4%,6%
Akt phos inh,i,i,i,i,i
D3 ag,0,4,0,-1,-1
EPAC2 ag,8%,-5%,3%,3%,2%
CCT chaperon mod,-2.9,-0.3,-1.4,0.6,1.4

(31) Cc1ccc(C(=O)/C=C/c2c[nH]c3ccccc23)cc1
(32) COc1cnc(-c2ccccn2)nc1Oc1ccccc1
(33) N#Cc1ccccc1Cn1cc(/C=C/[N+](=O)[O-])c2ccccc21
(34) COC(=O)C1=C(COc2ccccc2)NC(=O)NC1c1ccc(Br)cc1 (stereo not drawn)
(35) Nn1c(SCC(=O)NC2CCCCC2)nnc1-c1ccccc1F

assay / compound,31,32,33,34,35
D3 antag,-6,-1,10,?,-22
MmCpn inh,-13%,0%,-7%,-3%,-1%
PTHR1 agonist,-10%,i,-37%[inhibitor],-49%[inhibitor],i
EPAC2 antagonist,-14%,-26%,15%,-9%,5%
Akt phos inh,i,i,i,i,i
D3 ag,-7,-8,2,-24,-18
EPAC2 ag,21%,1%,12%,2%,8%
CCT chaperon mod,-4.3,0.0,-0.6,0.4,-1.4

(36) N#Cc1ccc(C(=O)Nc2cccc3cccnc23)c(F)c1
(37) COCc1nc2ccccc2n1CCOc1ccccc1OC
(38) O=S(=O)(c1ccc2ccccc2c1)N1CCNCC1
(39) CN(CC(=O)Nc1cccc(F)c1)C(=O)c1ccccc1Sc1ccccc1C#N
(40) NC(=O)CC(NC(=O)c1cccc(Br)c1)c1ccc(N2CCCCCC2)c([N+](=O)[O-])c1 (stereo not drawn)

assay / compound,36,37,38,39,40
D3 antag,3,24,20,-19,14
MmCpn inh,0%,-3%,-1%,-2%,0%
PTHR1 agonist,-2%,i,-17%,-28%,-28%
EPAC2 antagonist,-3%,-1%,5%,-15%,9%
Akt phos inh,i,i,i,i,i
D3 ag,5,2,2,-7,-8
EPAC2 ag,2%,1%,-7%,12%,8%
CCT chaperon mod,-2.4,-3.6,-2.4,1.4,-0.8

Entries shown so far with two or more sulfur atoms, in the order listed:
(18) CCOC(=O)c1c(-c2ccc(C)o2)csc1NC(=O)CSc1nnnn1-c1ccccc1
(29) O=C(CCN1C(=O)/C(=C/c2ccc(F)cc2)SC1=S)NCCCn1ccnc1

assay / compound,18,29
D3 antag,9,1
MmCpn inh,?,0%
PTHR1 agonist,i,i
EPAC2 antagonist,-1%,-4%
Akt phos inh,i,i
D3 ag,7,-1
EPAC2 ag,2%,3%
CCT chaperon mod,-1.7,0.6

Continued:
(41) CCN(C(=O)COC(=O)c1cccs1)c1c(N)n(Cc2ccccc2)c(=O)[nH]c1=O
(42) COc1ccc(-c2cc(C(F)(F)F)n3ncc(C(=O)NCC4CCCO4)c3n2)cc1OC (stereo not drawn)
(43) COc1ccccc1N1CCN(C(=O)c2[nH]c(C(F)(F)F)nc2-c2ccccc2)CC1
(44) CCn1cc(Br)c(C(=O)N(C)Cc2ccccc2)n1
(45) COc1cc(/C=N/Nc2ccccc2[N+](=O)[O-])cc(OC)c1O

assay / compound,41,42,43,44,45
D3 antag,11,9,?,-19,-3
MmCpn inh,2%,1%,·,-1%,-6%
PTHR1 agonist,-25%,-11%[57.5 µM],-29%,-16%[57.5 µM],i
EPAC2 antagonist,-5%,-7%,9%,5%,9%
Akt phos inh,i,i,i,i,i
D3 ag,0,0,-11,-5,3
EPAC2 ag,19%,8%,3%,2%,-12%
CCT chaperon mod,1.2,-2.1,-0.6,0.1,-2.1

Profiles as entered above:
Profile of COc1cc(/C=N/Nc2ccccc2[N+](=O)[O-])cc(OC)c1O : D3 antag = -3; MmCpn inh = -6%; PTHR1 agonist = i; EPAC2 antagonist = 9%; Akt phos inh = i; D3 ag = 3; EPAC2 ag = -12%; CCT chaperon mod = -2.1
Profile of CCn1cc(Br)c(C(=O)N(C)Cc2ccccc2)n1 : D3 antag = -19; MmCpn inh = -1%; PTHR1 agonist = -16%[57.5 µM]; EPAC2 antagonist = 5%; Akt phos inh = i; D3 ag = -5; EPAC2 ag = 2%; CCT chaperon mod = 0.1

(continued)
(46) Cc1ccc(S(=O)(=O)c2c(C)cc(C)nc2N2CCCC2)cc1
(47) Cc1ccc(S(=O)(=O)NC(=O)c2ccc(F)cc2)c(C)c1
(48) Cc1ccc(CN2CC(N3CCN(CC4CC4)CC3)CS2(=O)=O)cc1 (stereo not drawn)
(49) O=C(CN1C(=O)C2CCCCC2C1=O)OCC(=O)c1ccc(Cl)s1 (stereo not drawn)
(50) O=C(COc1cccc(F)c1)NNC(=O)c1cccc(-n2cccc2)c1
(51) c1cnc(SCCCOc2ccc3ccccc3c2)nc1

assay / compound,46,47,48,49,50,51
D3 antag,-22,-19,-13,-6,6,3
MmCpn inh,-1%,1%,·,-14%,-2%,0%
PTHR1 agonist,-30%,-17%,-20%,i,i,-32%[inhibitor]
EPAC2 antagonist,?,-12%,12%,20%,17%,5%
Akt phos inh,i,i,i,i,i,i
D3 ag,-1,-3,-1,-6,-1,-1
EPAC2 ag,7%,9%,1%,-3%,3%,7%
CCT chaperon mod,-0.3,-1.0,1.1,-1.8,-0.7,0.3

High-throughput results deposited in PubChem by National Center for Advancing Translational Sciences (NCATS).
